HEK293 NOD2/NF-kB: inhibition of NOD2-driven NF-kB reporter – cell-based, luminescence, uHTS, HEK293 (AID 1566) | one-dose inhibition, % at 4 µM; EC50 in µM for titrated hits | hit rate 0.63% among 290,000 | HEK293 NOD2/NF-kB luciferase reporter, luminescence; higher % means a stronger effect; note: many of its hits are not listed in these tables
AID2073: inhibitors of Mint1-CaV2.2 protein interaction, biochemical, HTRF (AID 2073). HTRF protein-protein interaction, Mint1-CaV2.2; higher % means a stronger effect. inhibition, % at 20 µM, or IC50 in µM where a hit was titrated. hit rate 0.19% among 290,000; in the data active = inhibition mostly above about 51%, no sharp cut-off; inconclusive = no clear call, values can overlap the other calls; inactive = mostly below about 53%; note: some results filed as inactive read as strong as hits
HIV peptide binding: cell-free HIV fusion peptide-binding blockers – biochemical, uHTS, fluorescence dequenching, primary screen (AID 1986). inhibition, % at 20 µM, or IC50 in µM where a hit was titrated. hit rate 0.3% among 290,000. cell-free peptide binding, fluorescence dequenching, 30 min; higher % means a stronger effect; in the data active = inhibition mostly above about 52%, no sharp cut-off; inactive = mostly below about 76%; note: some results filed as inactive read as strong as hits
Lipid droplet: hepatic lipid droplet formation modulation; inhibition, % at 6.5 µM; AML12 mouse hepatocytes, oleate lipid droplets, BODIPY imaging; hit rate 0.4% among 240,000;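 active = lipid droplet intensity inhibited by at least 50%, with more than 500 cells counted; inconclusive = wells with under 300 cells, treated as cytotoxic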
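material = mouse AML12 hepatocyte cell line, fixed after treatment | also added = 100 µM oleic acid challenge | doses = compound at 6.5 µM only | schedule = overnight exposure | technique = Image-based BODIPY and DAPI two-channel analysis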
Dengue-2 NS5 capping: flavivirus cap methylation enzyme inhibition – biochemical, confirmation dose response, primary screen (AID 588689); Dengue-2 NS5 methyltransferase capping enzyme assay, biochemical; higher % means a stronger effect; inhibition, % at 25 µM, or IC50 in µM where a hit was titrated; hit rate 0.3% among 340,000; in the data active = a potency from the dose series; inconclusive = inhibition above about 29% without an active follow-up result
LYP phosphatase: PTPN22 lymphoid phosphatase activity blockers – biochemical, fluorescence intensity, uHTS (AID 1779) | recombinant LYP phosphatase, fluorescence intensity; higher % means a stronger effect | inhibition, % at 11.5 µM, or IC50 in µM where a hit was titrated | hit rate 0.054% among 290,000;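 note: plate controls were vehicle with enzyme for no effect and no enzyme for full effect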
Siah-1 displacement: blockers of Siah-1 interaction with plectin peptide – biochemical, fluorescence polarization, rhodamine-plectin, uHTS, primary screen (AID 1817); hit rate 0.02% among 290,000; displacement, % at 20 µM, or IC50 in µM where a hit was titrated; Siah-1 / rhodamine-plectin peptide fluorescence polarization; higher % means a stronger effect;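 active = displacement of at least 50% at 20 µM, with a fluorescence ratio check between 0.3 and a set limit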;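 note: plate controls were Siah plus tracer with DMSO for no effect and tracer alone without Siah for full effect; strong numbers were not always called active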
XIAP displacement: small molecules displacing peptide from XIAP – biochemical, IAP family, fluorescence polarization (AID 1018). XIAP BIR domain, fluorescence polarization peptide displacement; higher % means a stronger effect. displacement, % at 20 µM; hits with a dose series show IC50 in µM. hit rate 0.007% among 200,000; in the data active = displacement above about 50%; note: a part of the inactive calls stands beside numbers as strong as those of hits
Myeloid diff 2: promotes myeloid progenitor differentiation; calls only at 10 µM; hit rate 1% among 360,000; ER-HoxA9 myeloid progenitors, lysozyme-GFP differentiation, flow cytometry;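 active = normalized GFP-positive differentiation at or above the plate's own cutoff, the solvent-only control mean plus 3 SD; inconclusive = no clear call, values can overlap the other calls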;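 note: cells exposed to compound for four days before flow analysis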
Lipid droplet cells 6.5 µM: also measured in Lipid droplet; calls as there; cell count; measured here: cell count, cytotoxicity flag;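 cells counted across two imaged fields per well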
Dengue-2 NS5 capping pilot replicate: also measured in Dengue-2 NS5 capping; calls as there; inhibition, %; measured here: pilot screen replicate inhibition
Myeloid diff 2 GFP+ MAC1+ %: recorded beside Myeloid diff 2, whose call it bears; GFP+ MAC1+ double positive, %; measured here: differentiation confirmed by MAC1 staining
* = called active by the depositor; i = inactive; ? = inconclusive; nt = no result given; + = active, no number. Cut-off read from the data, not from the text of the source, unless noted: active = inhibition above about 50%; inactive = the rest.

SMILES | HEK293 NOD2/NF-kB | AID2073 | HIV peptide binding | Lipid droplet | Lipid droplet cells 6.5 µM | Dengue-2 NS5 capping | LYP phosphatase | Siah-1 displacement | XIAP displacement | Myeloid diff 2 | Myeloid diff 2 GFP+ MAC1+ % | others
CC(C)c1csc(CN2CCC(CCC(=O)NCC3CCCO3)CC2)n1 (centres undefined) | -8.7% | 15.7% | 0.0% | -27.7 | 636 | -3.9% | -8.0% | 4.7% | nt | nt | nt
Nc1ccc(Oc2ccc(Br)cc2)cc1 | -19.7% | -10.2% | -2.9% | 38.8 | 705 | 3.2% | -5.0% | -1.3% | 7.2% | i | 0.6
O=C(NNC(=O)c1ccc(Br)s1)NC1CCCCC1 | 7.1% | -4.8% | 1.7% | -1.6 | 806 | 0.7% | -2.1% | 1.4% | nt | i | 1.2
COc1ccc(-n2nc(C(=O)NCC(=O)Nc3cccc(C)n3)c3ccccc3c2=O)cc1 | -3.0% | 12.4% | 0.7% | 14.8 | 798 | 9.0% | 2.1% | -0.1% | -6.2% | i | 0.9
COCc1ccc(C(=O)N(C)C2CCCN(Cc3ccccc3F)C2)o1 (centres undefined) | 11.8% | 28.3% | 0.2% | 19.7 | 806 | -3.2% | -8.8% | -6.5% | nt | i | 2.1
CC(C)Cc1nc(C#N)c(N2CCC(C(N)=O)CC2)o1 | 18.8% | -1.7% | -1.7% | -6.4 | 665 | -7.3% | -6.4% | -2.0% | -5.5% | i | 0.6
COc1ccc(C(=O)CSc2nc3c(c(=O)n(C)c(=O)n3C)n2C)cc1 | 12.7% | 23.1% | -0.8% | -11.1 | 688 | nt | -6.0% | -0.8% | -3.7% | nt | nt
COc1ccccc1/C=C/C=C1\Oc2c(ccc(O)c2CN2CCN(CCO)CC2)C1=O | -1.5% | 46.6% | 122.1%* | 10.2 | 634 | ? | 7.7% | -1.4% | -8.4% | i | 0.8
O=C(CCN1CCN(Cc2ccccc2)CC1)NNC(=O)Nc1cccc([N+](=O)[O-])c1 | 0.4% | 4.8% | 0.0% | 10.5 | 720 | -3.9% | -7.8% | 0.1% | nt | i | 0.7
COc1cc(NC(=O)Nn2cnnc2)cc(OC)c1OC | 20.1% | -0.1% | -1.2% | -10.8 | 780 | 8.3% | -9.1% | -1.0% | nt | + | 8.3*
CC(=O)N[C@@H]1c2c(ccc3ccccc23)OC[C@@H]1COC(C)=O | -0.1% | 0.6% | 0.5% | nt | nt | nt | -3.5% | 9.2% | 0.4% | i | 0.2
Cc1c(C(=O)O)sc2[nH]c(=O)n(Cc3ccccc3)c(=O)c12 | -7.1% | 3.2% | 3.4% | 1.5 | 681 | -5.9% | -6.4% | -5.0% | nt | i | 0.5
CN(C)CCOc1ccc2ccccc2c1 | 1.3% | -1.1% | 2.2% | 1.7 | 675 | 6.5% | -5.9% | -2.4% | -5.3% | i | 0.4
Cc1ccc(Oc2cnc3ccccc3n2)cc1 | 12.5% | -3.7% | 0.8% | nt | nt | 6.8% | -8.1% | -3.0% | -4.6% | i | 0.5 | Dengue-2 NS5 capping pilot replicate=-1.7
COc1ccc2ccc(O)c(CN(C)CC(=O)Nc3ccccc3C(F)(F)F)c2c1 | 12.9% | -2.1% | -1.4% | nt | nt | -10.0% | 2.1% | 2.5% | nt | i | 0.6
CN(CC(=O)Nc1cccc(F)c1)CC(=O)Nc1cccc([N+](=O)[O-])c1 | 6.1% | -1.7% | 1.9% | 6.5 | 757 | 1.5% | -5.2% | 25.5% | -5.9% | i | 0.1
COc1cc(/C=N/NC(=O)c2cc(-c3ccccc3)nc3ccccc23)cc(OC)c1O | 12.9% | 1.1% | -2.4% | -16.7 | 800 | -3.5% | -8.5% | -5.1% | nt | i | 0.2
O=C(Nc1ccc(F)cc1)Nc1nnc(-c2ccccc2)o1 | 17.9% | 9.4% | 0.7% | 7.5 | 697 | nt | -3.2% | 6.9% | -8.7% | i | 0.2
Cc1nn(Cc2c(F)c(F)c(F)c(F)c2F)c(C)c1NC(=O)c1ccc(COc2ccccc2Cl)cc1 | 3.1% | -2.3% | -2.3% | nt | nt | 2.4% | -9.3% | -3.7% | -2.8% | i | 4.8
c1ccc(C2Nc3ccccc3C3OCCCC23)cc1 (centres undefined) | 11.2% | 9.6% | -2.1% | 6.9 | 818 | -1.6% | -3.9% | 5.0% | nt | i | 0.6
COCCn1c(SCC(=O)/C=C2\N(C)c3ccccc3C2(C)C)nnc1-c1ccncc1 | 2.0% | -13.4% | 1.7% | -33.9 | 637 | -5.4% | -3.9% | 4.4% | 0.1% | i | 0.5
Cc1cc(C)n2nc(C(=O)N(C)C(c3ccccc3)c3ccccc3)nc2n1 | 2.8% | -4.0% | -3.0% | -30.0 | 744 | 0.8% | -10.2% | -2.8% | -2.9% | i | 0.7
Clc1cccc(Cl)c1C1=NOC(c2nnc(-c3ccccc3)o2)C1 (centres undefined) | -109.9% | 8.5% | 0.1% | 2.9 | 658 | -7.2% | -3.0% | -3.2% | nt | i | 1.5
CC(C)c1ccc(CC(NC(=O)c2ccccc2)C(=O)NCC(=O)O)cc1 (centres undefined) | -9.5% | -0.9% | 2.6% | 1.0 | 657 | nt | -8.1% | -2.3% | -5.5% | i | 0.0
COC(=O)c1c(NC(=O)CN2CCOCC2)sc2c1CCC(C)C2 (centres undefined) | -13.7% | -2.9% | -1.3% | nt | nt | 2.8% | 6.0% | -0.1% | -1.8% | i | 0.2
O=C(c1ccc(Cl)cc1)[C@@H]1[C@@H]2C(=O)N(c3ccccc3)C(=O)[C@@H]2C2c3ccccc3C=NN21 (some centres undefined) | 6.6% | 18.8% | 4.1% | 1.2 | 659 | -10.9% | 2.0% | -0.5% | -1.8% | i | 1.0
CC(C)(C)C1CCc2c(sc(NC(=O)CSc3nnc(-c4ccccc4)o3)c2C#N)C1 (centres undefined) | 17.2% | 26.7% | 47.6% | 5.0 | 629 | -8.3% | -10.3% | -2.2% | -1.3% | i | 1.7
C=CCSc1cc(C)nc2c(-c3ccccc3)cnn12 | -92.0% | -8.3% | 1.0% | nt | nt | -0.8% | 1.7% | 0.8% | nt | i | 0.7
CC(=O)NC(C)c1nc2ccccc2n1CC(=O)NC(C)CCc1ccccc1 (centres undefined) | 5.5% | 47.9% | -1.6% | -6.5 | 613 | -3.7% | -9.8% | -5.3% | -9.6% | nt | nt
O=C(/N=C1/c2ccccc2CN1c1ccccc1)Nc1ccccc1 | 6.7% | 3.3% | 0.5% | 3.1 | 554 | -6.5% | 2.3% | 0.4% | -11.5% | i | 0.5
C/C(=N\NC(=O)CCCCCNC(=O)c1ccccc1)c1ccccc1O | 1.5% | 0.8% | 0.4% | 4.7 | 612 | -5.1% | -1.3% | 16.8% | 3.4% | i | 1.1
Nn1cnnc1SCC(=O)N(C1CCCCC1)C1CCCCC1 | 12.8% | -3.7% | 0.7% | 1.7 | 751 | -5.5% | -3.2% | 13.1% | -1.3% | i | 0.1
Cc1ccc(C(=O)Nc2nc(=O)n(C(=O)C3CC3)s2)cc1 | 11.3% | -4.8% | 9.8% | 2.5 | 666 | 0.0% | 5.1% | 5.4% | -4.5% | nt | nt
CCc1[nH]nc2c1C(c1cccnc1)C(C#N)=C(N)O2 (centres undefined) | -11.6% | 10.5% | 3.5% | -0.8 | 644 | -1.6% | 0.3% | 0.9% | -4.6% | i | 0.2
Cc1cccc(C)c1NC(=O)CSc1nc2ccccc2c(=O)[nH]1 | -3.3% | -9.9% | -0.5% | -0.4 | 747 | 0.0% | -3.8% | -1.0% | -4.9% | i | 0.6 | Dengue-2 NS5 capping pilot replicate=0.5
CC(C)n1c(COc2ccccc2)nc2ccccc21 | -11.4% | -2.7% | 0.6% | -5.9 | 828 | -2.4% | 2.6% | 2.6% | nt | i | 0.7
CCc1ccc(NC(=O)c2cnn3ccccc23)cc1 | -89.6% | -4.0% | 1.5% | nt | nt | -4.1% | -5.2% | -1.4% | -0.3% | i | 2.7
COc1ccc(-c2cc(C(=O)N3CCCC3)no2)cc1 | -67.7% | 12.7% | 0.9% | -33.0 | 638 | -2.2% | -12.0% | -7.1% | nt | i | 0.7
COc1ccc(C2C=C(C34CC5CC(CC(C5)C3)C4)NC(=S)N2)cc1OC (centres undefined) | 4.0% | 5.4% | -0.3% | 8.2 | 627 | -1.9% | -0.9% | 10.2% | -2.3% | i | 0.7
O=[N+]([O-])c1ccc2c(c1)C(N1CCOCC1)/C(=C/C1(O)CCCCC1)O2 (centres undefined) | -11.7% | 10.4% | -1.0% | -15.7 | 733 | -8.3% | 4.1% | -1.6% | -6.3% | i | 0.7

Nothing new here: an excerpt of the list.
SMILES | HEK293 NOD2/NF-kB | AID2073 | HIV peptide binding | Lipid droplet | Lipid droplet cells 6.5 µM | Dengue-2 NS5 capping | LYP phosphatase | Siah-1 displacement | XIAP displacement | Myeloid diff 2 | Myeloid diff 2 GFP+ MAC1+ % | others
COc1ccc(-c2cc(C(=O)N3CCCC3)no2)cc1 | -67.7% | 12.7% | 0.9% | -33.0 | 638 | -2.2% | -12.0% | -7.1% | nt | i | 0.7
COc1ccc(C2C=C(C34CC5CC(CC(C5)C3)C4)NC(=S)N2)cc1OC (centres undefined) | 4.0% | 5.4% | -0.3% | 8.2 | 627 | -1.9% | -0.9% | 10.2% | -2.3% | i | 0.7
O=[N+]([O-])c1ccc2c(c1)C(N1CCOCC1)/C(=C/C1(O)CCCCC1)O2 (centres undefined) | -11.7% | 10.4% | -1.0% | -15.7 | 733 | -8.3% | 4.1% | -1.6% | -6.3% | i | 0.7

The listing continues:
SMILES | HEK293 NOD2/NF-kB | AID2073 | HIV peptide binding | Lipid droplet | Lipid droplet cells 6.5 µM | Dengue-2 NS5 capping | LYP phosphatase | Siah-1 displacement | XIAP displacement | Myeloid diff 2 | Myeloid diff 2 GFP+ MAC1+ % | others
COc1ccc(Nc2cc(NCCCO)c([N+](=O)[O-])c3nonc23)cc1 | 6.8% | 5.4% | -0.9% | -13.8 | 796 | -0.7% | -2.1% | -5.0% | nt | i | 0.3
CCc1c(C)c(C#N)c2nc3ccccc3n2c1NCCOC | -1.8% | 11.9% | -1.8% | -4.1 | 877 | -5.8% | -4.6% | -3.0% | nt | i | 0.3
COc1ccc(C(=O)CSc2nnc(CNc3ccc(C)cc3C)o2)cc1 | -5.6% | 9.5% | 1.2% | -22.0 | 652 | -8.2% | 3.5% | 3.1% | 0.5% | i | 0.8
Cc1ccccc1OCC(O)Cn1c(SC(C)C)nc2c1c(=O)[nH]c(=O)n2C (centres undefined) | 11.5% | 21.7% | 0.8% | nt | nt | -4.5% | 0.6% | 1.6% | 4.2% | i | 0.5
COCC(=O)N1CCC(Oc2ccc(C(=O)N3CCCCCCC3)cc2)CC1 | 0.3% | -5.1% | -0.8% | -3.7 | 814 | -2.6% | -8.9% | 6.7% | nt | i | 0.5
COc1ccc(CCNC(=O)C2CCN(S(=O)(=O)c3ccc4nc5c(c(C(=O)O)c4c3)CCCC5)CC2)cc1OC | 11.0% | 8.8% | 1.3% | 1.5 | 737 | -4.4% | -6.7% | 14.4% | nt | i | 3.7

Screening results: PubChem BioAssay, several laboratories

The list is partial; count on the stated rates, not on these rows.
